From PubChem
Artemis inh: Artemis endonuclease inhibitors, primary screen, biochemical, fluorescence intensity, FAM/BHQ-1 hairpin substrate; recombinant Artemis, quenched FAM hairpin cleavage fluorescence; inhibition, % at 10 µM; hit rate 0.78% among 30,000; AID 686954, 2013;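 active means at 10 µM dose, at least 30% inhibition, measured as corrected fluorescence normalized to stimulator and neutral control wells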
Target sequence (Q96SD1 whole entry, looked up): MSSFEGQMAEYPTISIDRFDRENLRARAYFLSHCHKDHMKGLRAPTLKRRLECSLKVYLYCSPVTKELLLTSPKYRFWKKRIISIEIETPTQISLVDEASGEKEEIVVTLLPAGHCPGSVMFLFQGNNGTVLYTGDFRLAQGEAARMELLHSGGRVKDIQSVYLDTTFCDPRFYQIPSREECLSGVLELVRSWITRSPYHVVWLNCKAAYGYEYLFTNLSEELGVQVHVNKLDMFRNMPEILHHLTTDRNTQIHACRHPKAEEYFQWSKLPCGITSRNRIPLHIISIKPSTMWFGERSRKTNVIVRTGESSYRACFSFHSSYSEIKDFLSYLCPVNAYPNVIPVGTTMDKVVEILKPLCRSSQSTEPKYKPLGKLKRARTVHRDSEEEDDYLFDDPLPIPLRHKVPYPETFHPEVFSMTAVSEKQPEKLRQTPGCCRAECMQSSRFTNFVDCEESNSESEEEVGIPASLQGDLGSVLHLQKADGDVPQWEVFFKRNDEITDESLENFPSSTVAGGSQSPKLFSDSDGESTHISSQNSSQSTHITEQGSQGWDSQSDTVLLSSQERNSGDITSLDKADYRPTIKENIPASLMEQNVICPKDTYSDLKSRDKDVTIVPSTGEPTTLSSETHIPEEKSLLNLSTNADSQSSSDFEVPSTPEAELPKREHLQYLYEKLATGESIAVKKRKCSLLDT
* = called active by the depositor. Only part of the results is shown; the hit share may differ from the screen's.

Structure | Artemis inh
O=C(COc1ccccc1-c1ccccc1)N/N=C/c1cccc2ccccc12 | 18
O=C(Nc1cccnc1)c1coc(=O)c2ccccc12 | 8
Clc1cccc(COn2c(-c3ccc(Cl)cc3Cl)nc3ncccc32)c1 | 17
CC1CCN(C(=O)CSc2nc(N)c3c4c(sc3n2)CN(C)CC4)CC1 | 19
COc1ccc(OC)c(NC(=O)c2ccccc2NS(=O)(=O)c2cccc3cccnc23)c1 | -1
Cc1ccc(NC(=O)c2c(C)nn(-c3ccccc3)c2Cl)c(C)c1 | 3
CCSc1nc2ccccc2n1C(=O)/C=C\c1ccc(OC)c(OC)c1 | 2
Clc1cccc(OCCn2cncn2)c1Cl | -7
Cc1cccc(C(=O)OCC(=O)Nc2ccc(N3CCCCC3)cc2)c1O | 0
O=c1ccc(=O)n2n1CC(O)C2 | 3
C=C(C)Cn1c(-c2ccc(OC)cc2)nc2ccccc21 | 1
Cc1cnc(NC(=O)c2cc3c(s2)CCCC3)s1 | 6
O=C(CCCN1C(=O)c2ccccc2C1=O)N1CCCCC1 | -6
O=C(CN1C(=O)NC2(CCCC2)C1=O)Nc1cccc(-c2nnc3n2CCCCC3)c1 | 8
Cc1ccc(C(=O)COc2cccc(NC(=O)c3ccco3)c2)cc1 | 6
CCCCCOc1ccc(NS(C)(=O)=O)cc1 | -4
CCN(CC)S(=O)(=O)c1cc(C(=O)Oc2cccc(-c3cnc4ccccc4n3)c2)ccc1Br | -1
CCCC(=O)C1=C(O)C(C(=O)OC)C(C)(C)CC1=NC (centres undefined) | 4
O=C(Nc1ccc2oc(-c3ccccc3)nc2c1)c1cccnc1 | -2
COc1ccccc1C(=O)N1CCN(c2cccc(Cl)c2)CC1 | -2
FC(F)Oc1ccc(-c2csc(Cc3nnc4n3CCCCC4)n2)cc1 | 6
Cc1n[nH]c(C)c1S(=O)(=O)N1CCOCC1 | -13
COc1ccc2nc(SCC(=O)Nc3ccc(S(=O)(=O)Nc4onc(C)c4C)cc3)[nH]c2c1 | -6
Nc1ccccc1-c1nnc(SCc2ccccc2F)[nH]c1=O | 1
Cc1ccc(Nc2nc(N)nc(CN3CCN(Cc4ccc5c(c4)OCO5)CC3)n2)cc1 | 1
O=C(O)C1C2C=CC3(O2)C1C(=O)N1c2ccccc2COC13 (centres undefined) | -1
COc1ccc(C2(C)NC(=O)N(CC(=O)NCCC3=CCCCC3)C2=O)cc1OC (centres undefined) | -2
CC(C)CC(=O)Nc1ccc2c(c1)oc1ccccc12 | -9
CC1CC(=O)c2cnc(NCC3CCCO3)nc2C1 (centres undefined) | -8
COc1cccc(N2C(=O)C(CC(=O)Nc3ccc(F)cc3)N(C3CCCCC3)C2=O)c1 (centres undefined) | -5
CSc1ccccc1C(=O)NC1CC2CCC1C2 (centres undefined) | -5
CN(C)c1ncnc2c1ncn2C1OC(CO)C(O)C1O (centres undefined) | -3
CCOC(=O)COc1ccc(Cl)cc1C1NC(=O)NC(C)=C1C(C)=O (centres undefined) | -4
CCOc1nc(SCCOc2ccccc2)nc(N(C)C)n1 | 0
CCOC(=O)C1=C(C)N=c2s/c(=C\c3cccn3C)c(=O)n2C1c1cccc(OC)c1OC (centres undefined) | -8
CC(=O)c1ccc2c3c(cccc13)CC2 | 8
COc1cc2cc3c(N)c(C(=O)NCc4ccco4)sc3nc2cc1OC | 22
COCC(C)NS(=O)(=O)c1ccc(C)cc1 (centres undefined) | -3
O=C(N/N=C/C=C/c1ccccc1)c1cc2c(ccc3ccccc32)o1 | 20
O=C(O)Cc1csc2ccccc12 | -9
COc1ccc(-c2ccc(=O)n(Cc3cc(=O)n4ccccc4n3)n2)cc1 | -3
COC(=O)c1ccc(O)c(Sc2cc(C(=O)OC)ccc2O)c1 | -6
CCC(C)Nc1nc(SC(C(C)=O)C(C)=O)nc(N(C)C)n1 (centres undefined) | -3
CC(C)(C)c1ccc(OCc2ccc(C(=O)N/N=C/c3ccc([N+](=O)[O-])cc3)o2)cc1 | 17
CCOc1ccc(NC(=O)c2cc3n(n2)C(C(F)(F)F)CC(c2ccco2)N3)cc1 (centres undefined) | 5
O=C(Nc1ccc(N2CCOCC2)c(Cl)c1)c1cccnc1Cl | 2
CCS(=O)(=O)Nc1ccc(-c2nnc(SCC(=O)c3ccc(NC(C)=O)c(OC)c3)o2)cc1 | -10
COc1ccc(N2C(=NC(C)=O)SC3CS(=O)(=O)CC32)cc1OC (centres undefined) | -15
COc1ccc(N2CCN(C(CNS(=O)(=O)c3cc(F)ccc3F)c3cccnc3)CC2)cc1 (centres undefined) | -4
CCC1(CC)C(=O)C(C)(C)C(=O)OC1c1cccs1 (centres undefined) | -14
CCn1c(SCC(=O)NCCOc2ccccc2)nc2ccccc2c1=O | -3
N#C/C(=C(/O)CN1C(=O)c2ccccc2C1=O)c1nc2ccccc2[nH]1 | 8
Cc1ccnc(NC(=O)CCC(=O)N(CC(=O)NCC2CCCO2)Cc2ccc(F)cc2)c1 (centres undefined) | 0
COc1ccc(-c2noc(CSc3nc4ccccc4c(=O)n3-c3ccccc3)n2)cc1OC | -3
COc1cccc(/C=N\n2c(C)nnc2C)c1OC | -5
Cc1c(NC(=O)CN2CCN(c3ccccc3)CC2)c(=O)n(-c2ccccc2)n1C | -5

Next section.
compound	Artemis inh
C=CCNc1nc(C)c(C(C)=O)cc1C#N	1
COc1ccc(O)c(/C=N\NC(=O)CCn2nnc3ccccc32)c1	-2
CCCOc1ccc(NC(N)=O)cc1OCCC	5
CCN1CCc2c(C#N)c(N3CCOCC3)nc(N3CCOCC3)c2C1	-9
CC(=O)CCc1oc2ccc(NC(C)=O)cc2c1-c1ccc(C)o1	1
CCCN(CC1CC1)c1nc(N)c2c(N)nc(OC)cc2c1C#N	49*
O=S(=O)(NCCCO)c1ccc2c(c1)Cc1cc(S(=O)(=O)NCCCO)ccc1-2	2
CCCCCCOc1ccc(N2C(=O)CC(N3CCN(C(=O)c4ccco4)CC3)C2=O)cc1 (centres undefined)	2

In the list so far, these have a thiophene ring, fused or not.
compound	Artemis inh
CC1CCN(C(=O)CSc2nc(N)c3c4c(sc3n2)CN(C)CC4)CC1	19
Cc1cnc(NC(=O)c2cc3c(s2)CCCC3)s1	6
COc1cc2cc3c(N)c(C(=O)NCc4ccco4)sc3nc2cc1OC	22
O=C(O)Cc1csc2ccccc12	-9
CCC1(CC)C(=O)C(C)(C)C(=O)OC1c1cccs1 (centres undefined)	-14

More records follow.
compound	Artemis inh
CC(Oc1ccccc1Cl)c1nnc(N)s1 (centres undefined)	-3
CCN(CC)S(=O)(=O)c1ccc(C(=O)NCCc2cc3c(OC)ccc(OC)c3[nH]c2=O)cc1	5
COc1ccccc1NC(=O)C1=C(C)NC(SCC(=O)c2ccccc2)=C(C#N)C1c1ccco1 (centres undefined)	12
N#Cc1ccccc1Cn1cc(C#N)c2ccccc21	10
Cc1ccc(Oc2nc(-c3ccccc3)ncc2S(C)(=O)=O)cc1	-6
COc1ccc2c(c1)N(C(=O)CN1C(=O)C3CCCCC3C1=O)C(C)(C)C=C2C (centres undefined)	8
COc1ccc(-c2nnc(SC(C)C(=O)NCc3ccc4c(c3)OCO4)n2Cc2ccco2)cc1 (centres undefined)	-4
CC(C)CC(NC(=O)OC(C)(C)C)C(=O)NCc1ccccc1 (centres undefined)	4
Nn1c(SCC(=O)NC2CCCC2)nnc1-c1ccccc1F	-4
CCOC(=O)N1CCC(NC(=O)c2sc(-n3cccc3)nc2C)CC1	4
CCC1S/C(=C(\C#N)C(=O)NCc2ccco2)N(c2ccc(Br)cc2)C1=O (centres undefined)	6
CCn1c2ccccc2c2cc(NC(C)=O)ccc21	-2
c1ccc(Nc2n[nH]nc2-c2ccccc2)cc1	3
O=C(Nc1ccccc1)c1ccc(S(=O)(=O)N(CCO)CCO)cc1	4
COc1cc(NC(=O)C2CCN(S(=O)(=O)c3cccc4nonc34)CC2)cc(OC)c1	-1
Cc1[nH]c2ccccc2c1Cc1n[nH]c(=S)n1C	5
Cc1onc(-c2ccccc2)c1C(=O)NCC1CCCO1 (centres undefined)	2
COc1ccc(-c2noc(CCC(=O)NCCCN3CCC(C)CC3)n2)cc1	-5
COc1ccc(-c2nnn(CCc3nn[nH]n3)n2)cc1	-7
Cc1cccc(N(CC(N)=O)C2SC(=O)NC2=O)c1 (centres undefined)	-5
Cc1ccc(-n2nc3cc(C)c(N)cc3n2)cc1	-4
O=C(CN1CCN(C(=O)c2ccco2)CC1)Nc1ccc2c(c1)OCO2	-2
CCCn1cnc2c(cnn2-c2ccc(F)cc2)c1=O	-1
CN(C)c1ccc(/C=N\NC(=S)SCN2C(=O)C3CCC(C)(C2=O)C3(C)C)cc1 (centres undefined)	6

Fetched by compound from the entries so far:
compound	Artemis inh
CN(C)c1ccc(/C=N\NC(=S)SCN2C(=O)C3CCC(C)(C2=O)C3(C)C)cc1 (centres undefined)	6
O=C(CN1CCN(C(=O)c2ccco2)CC1)Nc1ccc2c(c1)OCO2	-2
COc1ccc(-c2noc(CCC(=O)NCCCN3CCC(C)CC3)n2)cc1	-5

The list goes on.
compound	Artemis inh
COc1ccccc1NC(=O)CC1C(=O)Nc2c1c(=O)n(C)c(=O)n2C (centres undefined)	3
O=C(COc1ccc(OCc2ccccc2)cc1)NC1CCOC1=O (centres undefined)	4
CCc1c(C(=O)O)[nH]c2ccc(Br)cc12	-4
CCOC(=O)c1c(CC(C)C)csc1NC(=O)CCl	6
Cc1nc2nc[nH]n2c(=O)c1NS(C)(=O)=O	-7
O=C(COc1ccc(S(=O)(=O)N2CCCCC2)cc1)N1CCCCCC1	3
O=C(CNC(=O)c1ccc(Br)o1)NCc1ccc2c(c1)OCO2	-16
COc1ccccc1NC(=O)Nc1ccnn1C1CCCCC1	8
CCC(=O)NNc1cccc(Cl)n1	10
CCCCSc1nnc(NC(=O)CCc2ccccc2)s1	-6
Cc1ccc(NC(=S)N2CCN(Cc3ccc4c(c3)OCO4)CC2)c(C)c1	2
CCOC(=O)c1cc(NC(=O)SCC(=O)O)c(C)nc1C	-1
CN(C(=O)COc1ccccc1)c1nnc(-c2cccnc2)s1	0
CCCCOc1ccc(C(=O)Nc2ccc(N3CCN(C)CC3)cc2)cc1	8
Cn1c(Oc2ccccc2)c(C=O)c2ccccc21	-7
CC(=O)Nc1ccc(S(=O)(=O)NCCC(=O)NCCc2ccc(F)cc2)cc1	-5
O=C(/C=C/c1ccccc1)NC(=S)NNC(=O)Cc1cccs1	4
CCc1ccc2[nH]c3nc(SCc4nnc(-c5ccc(C)cc5)o4)nnc3c2c1	2
COc1ccccc1N1CC(C(=O)Nc2cccc(C(=O)O)c2)CC1=O (centres undefined)	-4
CCCCC(=O)Nc1ccc(C)c(O)c1	-8
COc1cccc(C2CC(c3c(-c4ccccc4)c4cc(Cl)ccc4[nH]c3=O)=NN2S(C)(=O)=O)c1OC (centres undefined)	23
Cc1ccc(NC(=O)CCC(=O)NCCO)cc1	-8
Cc1c(NC(=O)C(C)NCC2CCCO2)c(=O)n(-c2ccccc2)n1C (centres undefined)	2
O=C(CCSc1nc(-c2ccco2)cc(C(F)(F)F)n1)N1CCN(c2ccccc2)CC1	11

Look-ups from above.
Result of `COc1cccc(C2CC(c3c(-c4ccccc4)c4cc(Cl)ccc4[nH]c3=O)=NN2S(C)(=O)=O)c1OC` (centres undefined) under Artemis inh: 23
Result of `O=C(CCSc1nc(-c2ccco2)cc(C(F)(F)F)n1)N1CCN(c2ccccc2)CC1` under Artemis inh: 11
Result of `COc1ccccc1N1CC(C(=O)Nc2cccc(C(=O)O)c2)CC1=O` (centres undefined) under Artemis inh: -4
Result of `Cc1ccc(NC(=O)CCC(=O)NCCO)cc1` under Artemis inh: -8
Result of `CCCCC(=O)Nc1ccc(C)c(O)c1` under Artemis inh: -8

Further structures:
compound	Artemis inh
COc1ccccc1-c1nnc2sc(COc3ccc(Cl)cc3)nn12	6
COc1ccc(-c2noc(-c3ccco3)n2)cc1OC	-4
Cc1ccc(N2C(=O)C(Cl)=C(NCc3ccccc3)C2=O)c(C)c1	-4
CC(C)c1ccc(S(=O)(=O)N2CCN(C(=O)c3cccc(F)c3)CC2)cc1	-5
Cc1csc(NC(=O)CSc2nnc(-c3ccccn3)n2-c2ccc(C)c(C)c2)n1	6
O=P1(O)C=C(c2ccccc2)OC(c2ccccc2)=C1	5
OCC#Cc1cnc2ccccc2c1	0
CCc1ccc2c(c1)c(N=NC1=NC(=O)CS1)c(O)n2C	-3
O=C(CSc1ncn[nH]1)Nc1cccc2ccccc12	2
O=C(CSc1nnc(Cc2ccccc2)o1)NC1CC2CCC1C2 (centres undefined)	-1
Cc1ccc(/C=C/c2ccc(=O)n(Cc3ccc(Cl)cc3Cl)n2)cc1	4
CC(C)c1ccc(NC(=O)c2cnn(-c3ccccc3)c2NC(=O)c2ccco2)cc1	7
COc1ccccc1CNC(=O)C[n+]1ccccc1	-9
CCCCn1c(SC(C)C(N)=O)nc2cc(C(=O)OC)ccc2c1=O (centres undefined)	-7
CSc1[nH]c(=O)c(C(=O)O)cc1C#N	2
COc1cccc(C2CC(c3cccs3)=NN2C(=S)Nc2ccccc2)c1OC (centres undefined)	5
O=C(CSc1nnc(CNC(=O)c2cccs2)o1)Nc1cccc(C(F)(F)F)c1	6
CSc1nnc(-c2cc3c(s2)-c2ccccc2CC3)o1	-1
COc1ccccc1-n1c(SCC(=O)Nc2ccc(C)cc2)nc(O)cc1=O	-1
CCOC(=O)c1c(C)sc(Sc2ccc(Cl)cc2[N+](=O)[O-])c1OC	-1
COc1ccc(C(=O)Nc2cccc([N+](=O)[O-])c2)cc1Br	-1
Cc1ccc(OCc2nc(C#N)c(NCCCn3ccnc3)o2)cc1	0
CC(=O)COc1cc(C)cc2oc(=O)c(C)c(C)c12	-5
O=S(=O)([N-]c1nc2ccccc2nc1-[n+]1ccccc1)c1ccc(Cl)cc1	-1
c1ccc(-n2nnc3cnccc32)cc1	1
CC(NC(=O)OCc1ccccc1)C(=O)N1CC(O)CC1C(=O)O (centres undefined)	-3
O=C(O)COc1ccc(Br)cc1/C=C1/SC(=O)N(CC(=O)N2CCCC2)C1=O	0
